Source: PubChem BioAssay
BoNT A protease: inhibitors of Botulinum neurotoxin A light chain protease; multiplex microsphere protease substrate cleavage, flow cytometry; inhibition, % at 10 µM; 360,000 tested, 0.17% active; also: plate controls were buffer without enzyme for full effect and enzyme alone for no effect
Anthrax LF inh2: inhibitors of Bacillus anthracis lethal factor protease. P15917. multiplex microsphere protease cleavage assay, LF. inhibition, % at 10 µM. 360,000 tested, 0.12% active; also: plate controls were buffer without enzyme for full effect and enzyme alone for no effect
Target sequence (P15917 whole entry, looked up): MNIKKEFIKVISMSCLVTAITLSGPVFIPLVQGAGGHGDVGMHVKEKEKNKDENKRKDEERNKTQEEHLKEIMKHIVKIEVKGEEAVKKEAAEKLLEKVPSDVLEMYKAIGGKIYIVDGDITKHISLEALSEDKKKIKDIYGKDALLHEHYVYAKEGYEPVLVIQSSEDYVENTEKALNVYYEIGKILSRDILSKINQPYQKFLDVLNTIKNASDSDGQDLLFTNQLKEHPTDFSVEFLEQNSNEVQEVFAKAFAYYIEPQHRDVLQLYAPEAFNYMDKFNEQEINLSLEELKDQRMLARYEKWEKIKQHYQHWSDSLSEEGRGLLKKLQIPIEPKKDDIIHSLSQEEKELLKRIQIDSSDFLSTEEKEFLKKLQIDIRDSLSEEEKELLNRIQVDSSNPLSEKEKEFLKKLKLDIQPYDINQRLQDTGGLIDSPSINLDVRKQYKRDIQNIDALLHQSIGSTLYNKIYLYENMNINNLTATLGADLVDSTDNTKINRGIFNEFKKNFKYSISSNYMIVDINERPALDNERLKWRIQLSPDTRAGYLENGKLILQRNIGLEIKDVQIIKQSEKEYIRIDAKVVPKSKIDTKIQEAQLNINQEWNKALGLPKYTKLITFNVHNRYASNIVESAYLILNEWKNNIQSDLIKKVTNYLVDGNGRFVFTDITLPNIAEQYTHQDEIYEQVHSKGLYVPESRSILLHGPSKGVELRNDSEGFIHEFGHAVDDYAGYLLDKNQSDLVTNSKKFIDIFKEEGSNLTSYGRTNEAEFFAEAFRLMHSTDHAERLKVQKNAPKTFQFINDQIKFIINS
CCHF vOTU inh: blocks the CCHF virus ovarian tumor domain protease | CCHFV vOTU protease, Pep-AMC fluorescence | inhibition, % at 11.5 µM | 370,000 tested, 0.55% active; in the data active = inhibition above about 30%; also: 0% = vehicle wells with enzyme and 100% = no enzyme wells
PfHsp40 rescue: compounds rescuing yeast from Plasmodium falciparum HSP40 toxicity | AID 504582 | 340,000 tested, 0.68% active | growth rescue, % at 12.5 µM | S. cerevisiae expressing PfHsp40, growth rescue, ATP luminescence; in the data active = growth rescue above about 28%, passing the limit was not always enough; inconclusive = no clear call, values can overlap the other calls;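 also: yeast W303a lacking pdr1 and pdr3 grown in galactose medium; growth measured after three days at 30 °C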
TcdB inh: blocks C. difficile toxin B glycohydrolase activity | 350,000 tested, 0.24% active | AID 652162 | TcdB glycohydrolase enzymatic assay, plate reader | inhibition, % at 9.99 µM; in the data active = inhibition above about 10%
PrPC surface inh: inhibitors of human cell surface prion protein PrPC; 370,000 tested, 0.43% active; P04156; inhibition, % at 13.8 µM; TR-FRET read-out; in the data active = inhibition above about 24%; also: 0% = median of the test wells and 100% = reference compound wells
FadD28 binding: M. tuberculosis FadD28 bisubstrate binding inhibition; 360,000 tested, 0.22% active; inhibition, % at 12.5 µM; FadD28 bisubstrate probe binding, fluorescence polarization; AID 588549; in the data active = inhibition above about 8.5%, passing the limit was not always enough; inconclusive = no clear call, values can overlap the other calls
Y pestis TopoI: blocks Yersinia pestis topoisomerase I activity. 360,000 tested, 0.064% active. activity, % at 10 µM. Y. pestis Topo-I cleavage product accumulation, plate reader; in the data active = activity above about 50%, passing the limit was not always enough; inconclusive = no clear call, values can overlap the other calls; also: inactives centre near 2
BoNT-F LC inh: BoNT F light chain protease inhibition; Multiplex microsphere protease cleavage assay, flow cytometry; inhibition, % at 10 µM; 360,000 tested, 0.22% active; in the data active = inhibition above about 35%, passing the limit was not always enough; inconclusive = no clear call, values can overlap the other calls; also: plate controls were buffer without enzyme for full effect and enzyme alone for no effect
Numbers without * were called inactive; ? = inconclusive; · = not tested or not shown; & = joins results of further samples. Rule as the data show it, unless noted: active = inhibition above about 30%; inconclusive = no clear call, values can overlap the other calls; inactive = below that.

compound	BoNT A protease	Anthrax LF inh2	CCHF vOTU inh	PfHsp40 rescue	TcdB inh	PrPC surface inh	FadD28 binding	Y pestis TopoI	BoNT-F LC inh
CC(=O)N1CCCc2cc(S(=O)(=O)N3CCCC(C(=O)N4CCN(c5ccccc5)CC4)C3)ccc21 (stereo not given)	0.2	3	-4	-1.1	1.9	17	-1.3	16	1
Cc1ccc2c(c1)sc(-c1ccc(N(C)C)cc1)[n+]2C	0.0	3	11	5.2	2.4	-16	1.1	3	-12
C=CCn1c(SCC(C)=O)nnc1-c1cc(-c2ccccc2)sc1N	3.9	2	3	-0.9	·	1	0.3	4	0
C/C(Cl)=C\C[N+](C)(C)CC(=O)OCCc1ccccc1	-1.2	-6	0	·	0.4	-4	0.8	4	-11
COc1cccc(-c2nnc3sc(-c4ccco4)nn23)c1	0.4	0	-2	-1.2	·	0	-1.0	-3	5
O=C(O)c1ccc(COc2ccccc2/C=C2\NC(=O)N(Cc3ccc(F)cc3)C2=O)cc1	-0.6	-4	-9	2.7	0.9	1	1.3	5	5
CS(=O)(=O)Nc1ccc(S(=O)(=O)N2CCOCC2)cc1	0.0	-2	-3	-0.5	·	-8	-2.0	1	-5
Cc1csc2c(N3CCC(C(=O)O)CC3)ncnc12	-0.6	-12	-4	-0.9	-1.5	-1	-0.4	1	-11
CCN(C(=O)COC(=O)c1c(C)nn(-c2ccccc2)c1Cl)c1c(N)n(Cc2ccccc2)c(=O)[nH]c1=O	0.6	-3	14	-0.5	0.6	2	-0.9	16	-4
COc1ccccc1CNC(=O)CSc1nnc2c(Cl)cc(C(F)(F)F)cn12	0.4	1	16	1.5	1.2	6	-3.2	5	-2
C=C[C@H]1CN2CC[C@H]1C[C@H]2[C@H](O)c1ccnc2ccccc12	-0.5	-2	-2	1.0	0.2	-10	-1.2	1	7
CSc1ncc(Cl)c(C(=O)Nc2ccc(S(=O)(=O)Nc3nccc(C)n3)cc2)n1	3.1	2	2	3.3	0.8	2	-3.7	6	2
O=C(COC(=O)c1ccc(NS(=O)(=O)c2ccc3c(c2)OCCO3)cc1)NC1CC1	-2.3	-5	9	14	·	-1	-0.5	5	-2
O=C(c1ccc(S(=O)(=O)Nc2ccccc2)cc1)N1CCCC(C(F)(F)F)C1 (stereo not given)	-2.1	-1	25	4.2	0.2	4	-2.7	3	-3
CCCCn1[nH]c(-c2ccccc2)cc1=O	0.1	-1	4	-2.0	·	-4	1.0	2	-5
CCCCCOc1ccc(C(=O)NC(C(=O)O)C(C)C)cc1 (stereo not given)	?	4	1	1.9	-0.8	5	-1.0	6	39*
CCOC(=O)c1ccc(Cn2cnc3ccccc3c2=O)cc1	0.1	-10	-6	0.3	·	3	-0.8	5	1
CC(C)(C)c1ccc(-c2c(C(=O)O)c(C(=O)O)c3n2CSC3)cc1	0.0	-7	20	0.8	-0.3	8	0.2	9	-2
CC(C)(CNCc1ccccc1)NS(=O)(=O)c1ccccc1	0.2	-8	7	-0.1	0.5	-7	·	9	-5
CSCC(=O)N1CCCC(CNC(=O)c2ccc(-c3ccccc3)cc2)C1 (stereo not given)	-0.6	-1	-6	-0.2	1.7	-4	-6.8	3	0
CCc1c(C)c2ccc(OCC(N)=O)cc2oc1=O	-2.3	1	-29	0.0	·	8	-0.9	0	-3
Cc1nn(CC(C)C)c(=S)[nH]c1=O	?	-1	4	-0.7	·	7	-1.4	-3	-6
CCOC(=O)c1ncn2c1[C@@H]1CCNC1C(=O)c1cc(OC)ccc1-2 (stereo not given in full)	-0.1	11	5	0.0	2.1	0	-2.8	3	-10
CCN1CCN(Cc2ccc(NC(=O)c3ccc(C)c(NC(=O)c4cccc5[nH]ccc45)c3)cc2C(F)(F)F)CC1	-0.1&14	-3&14	-8&25	0.2	0.5&-1.5	-13&10	-3.3&-5.9	-19&-8	-16&-45
Cc1ccc(NS(=O)(=O)N(C)C)cc1	0.3	-7	3	1.3	·	14	0.4	1	-4
O=c1cc(CN2CCN(Cc3ccccc3)CC2)c2cc(Cl)ccc2o1	0.5	5	5	1.4	·	-4	-2.7	-3	24
CC(C)C(=O)Nc1cccc(C(=O)NCc2ccc3c(c2)OCO3)c1	-0.6	1	·	0.3	-0.8	·	-1.7	1	3
C[C@@H]1CN([C@@H](C)CO)C(=O)c2cc(NC(=O)Nc3cccc4ccccc34)ccc2O[C@@H](C)CCCCO[C@H]1CN(C)C(=O)c1ccccc1	0.0	3	-3	·	1.1&-0.1	-4	-1.3	31	-1
COc1cc(CN2CCN(S(=O)(=O)c3ccc(F)cc3)CC2)cc(OC)c1OC	?	1	4	-0.5	·	-3	-1.5	-1	2
O=C(Nc1ccccc1C(=O)NCc1ccc(Cl)cc1)c1ccco1	1.1	-10	-3	-0.9	·	9	-0.1	-7	-16
CCCn1c(SCC(=O)Nc2cc(Cl)ccc2OC)n[nH]c1=O	-0.4	-1	-4	-0.4	·	0	-1.8	-5	6
Cc1cc(C)c(C#N)c(N2CCCC(C(N)=O)C2)n1 (stereo not given)	0.5	-2	-12	0.3	·	8	-5.6	5	?
O=[N+]([O-])c1nc2ccccc2[nH]1	0.1	4	10	0.1	-0.1	-5	-0.8	10	3
Cc1cc(C)cc(N=C2NC(=O)/C(=C/c3cccs3)S2)c1	0.7	2	13	0.3	0.3	-2	-2.4	15	-5
O=c1c2ccccc2nc(COc2ccccc2)n1/N=C/c1c[nH]c2ccccc12	-0.7	-6	2	-0.4	0.3	2	-3.4	1	-10
COC(=O)[C@H](CC(C)C)NC(=O)Cn1cnc2c(NCc3ccccc3)ncnc21	-1.2	-7	-2	-0.5	0.2	-7	-1.2	-6	-4
CCCNC(=O)C(Cc1ccc(C(F)(F)F)cc1)NC(=O)c1ccc(C#N)cc1 (stereo not given)	0.1	7	-7	-0.5	0.6	0	-0.2	4	-2
O=C(Nc1ccc2ccccc2c1)N1C[C@H]2C[C@@H](C1)c1cccc(=O)n1C2	-2.7	1	7	-1.3	0.1	3	-3.5	1	-10
CN(C)/C=N/c1ncc(C(=O)c2ccc(Cl)cc2)s1	0.9	2	5	-2.0	·	-19	-0.4	5	1
O=C(/C=C/c1ccco1)NC(=S)Nc1nc(-c2ccc(Cl)cc2)cs1	0.7	0	10	1.5	0.8	11	-0.9	-5	0
Cc1ccc(S(=O)(=O)N2CCCCC2)cc1NC(=O)CCNC(=O)c1ccc([N+](=O)[O-])cc1	2.6	7	3	-0.8	1.2	-20	-2.8	12	2
Cc1ccc(S(=O)(=O)N(C)C[C@@H]2OCc3cnnn3CCCC(=O)N([C@@H](C)CO)C[C@@H]2C)cc1	-0.3	1	-6	·	0.7&-1.0	-6	-1.4	10	-6
COc1ccc(-c2nnc(SCC(=O)N(C)C3CCS(=O)(=O)C3)n2CC(C)C)cc1 (stereo not given)	-0.5	4	0	·	-1.3	-3	-1.3	0	-8
Cc1cc(C)c2nc(SCC(=O)Nc3ccc(S(=O)(=O)N4CCCC4)cc3)c(C)cc2c1	0.6	-8	2	-1.2	·	-3	-3.9	-3	-8
Cc1cc(C)c(C)c(S(=O)(=O)N2CCCN(C)CC2)c1C	-2.4	4	12	-0.2	0.5	1	-0.7	11	-14
Cc1ccc(-c2nnn(CC(=O)N(CC(=O)NC3CCCC3)c3cnc4ccccc4c3)n2)o1	1.4	-1	-8	0.4	·	-1	-1.5	2	0
Cc1cccc(NC(=S)N2CCCN(c3ncccc3[N+](=O)[O-])CC2)c1	-1.6	-3	-10	-1.2	1.7	-2	-1.0	1	?
O=C(CCNC(=O)c1ccc([N+](=O)[O-])cc1)N/N=C/c1ccc(F)cc1	-0.4	-1	-4	0.4	0.0	-23	-0.7	5	0
CC(C)(C)c1ccc(OCCC(=O)OCC(=O)Nc2ccc(N3CCOCC3)cc2)cc1	-2.8	0	-8	0.2	3.1	2	-2.8	24	-5
CCN1C(c2ccc(F)cc2)=CS/C1=C(/C#N)c1nnc2n1-c1ccccc1SC2	0.0	-2	7	·	-2.5	-8	-2.7	5	10

Remaining list, next part.
compound	BoNT A protease	Anthrax LF inh2	CCHF vOTU inh	PfHsp40 rescue	TcdB inh	PrPC surface inh	FadD28 binding	Y pestis TopoI	BoNT-F LC inh
CC(NC(=O)c1ccco1)C(c1cccs1)N1CCN(c2ccccc2F)CC1 (stereo not given)	-1.2	-4	-14	-1.0	-0.1	-3	0.4	-1	-4
Cc1cccc(NC(=S)c2nc3ccccc3s2)c1	-0.2	-4	6	0.0	·	-4	-2.3	-12	-10
Cc1cc(N2CCN(c3ccc(F)cc3)CC2)n2ncnc2n1	4.0	6	-10	-0.7	0.5	3	0.5	1	8
Cc1nnc(NC(=O)C2CCN(S(=O)(=O)c3ccc(Cl)cc3)CC2)s1	0.7	4	2	-0.3	2.7	4	-2.2	11	-1
O=C(C1CCN(S(=O)(=O)c2ccc(Cl)s2)CC1)N1CCN(c2ccccc2)CC1	-2.7	-2	-4	0.2	2.3	6	-2.9	36	-8
CCNC(=O)O/N=C(\C)c1sc(-c2ccc(Cl)cc2)nc1C	-1.2	-1	24	-0.1	·	-8	-3.7	34	-6
CC(=O)Cn1cnc2c(cnn2-c2ccccc2)c1=O	0.7	2	-1	-0.8	0.5	7	-2.8	5	-38
Cc1ccc(CNS(=O)(=O)/C=C/c2ccc3c(c2)OCO3)cc1	-0.1	0	-3	4.8	·	-2	0.1	14	-16
CN(C)c1ccc(CN2CCC(C(N)=O)CC2)cc1	-0.8	-2	5	1.0	1.2	-3	-1.0	2	8
CCOc1ccccc1C1CC(=O)NC2=C1C(=O)CC(C)(C)C2 (stereo not given)	0.0	-2	4	-1.1	·	-8	-3.8	-2	1
COC(=O)[C@]1(Cc2ccccc2)N[C@H](CN(C)C(=O)Nc2ccc(F)cc2)[C@@H]2C(=O)N(C)C(=O)[C@@H]21	-0.2	4	-6	-1.2	0.5	-4	0.3	8	-13
CCOC(=O)C1CCN(C(=O)CSc2cc(=O)n(CC)c3ccccc23)CC1	-2.7	0	-15	-0.8	-0.6	-3	-1.6	11	-6
O=C(CC(CC(=O)c1ccc(Cl)cc1)c1ccccc1C(=O)O)c1ccc(Cl)cc1	1.6	-6	13	5.1	0.4	1	0.1	13	-9
COc1ccc(-c2cc(C(F)(F)F)n3nc(C(=O)N4CCN(C(=O)c5ccco5)CC4)cc3n2)cc1	-3.1	-5	-7	-1.1	0.4	-3	-2.1	4	-22
COc1ccccc1Nc1nc2ccccc2[nH]1	0.3	-2	2	-0.8	·	11	-0.6	-8	-5
CC(C)(C)c1cc(C(=O)NNC(=O)Nc2cccc(Cl)c2)n(Cc2ccccc2)n1	?	-3	10	0.8	-1.0	3	-3.0	-19	?
Cc1ccnc(NS(=O)(=O)c2ccc(N3C(=O)Nc4ccccc4N3O)cc2)c1	-1.1	-1	-2	-1.8	3.2	7	-1.8	7	2
Cc1cc(Br)cn2c(Cc3ccccc3)c(-c3ccco3)nc12	0.1	-4	2	·	-1.2	35*	-3.6	·	-4
O=S(=O)(SC1=NCCN1)c1ccccc1	-0.3	3	10	-2.1	0.2	-3	-0.2	3	-1

4 entries already listed, sorted by length of the SMILES, ascending.
compound	BoNT A protease	Anthrax LF inh2	CCHF vOTU inh	PfHsp40 rescue	TcdB inh	PrPC surface inh	FadD28 binding	Y pestis TopoI	BoNT-F LC inh
O=S(=O)(SC1=NCCN1)c1ccccc1	-0.3	3	10	-2.1	0.2	-3	-0.2	3	-1
CC(=O)Cn1cnc2c(cnn2-c2ccccc2)c1=O	0.7	2	-1	-0.8	0.5	7	-2.8	5	-38
CC(NC(=O)c1ccco1)C(c1cccs1)N1CCN(c2ccccc2F)CC1 (stereo not given)	-1.2	-4	-14	-1.0	-0.1	-3	0.4	-1	-4
COc1ccc(-c2cc(C(F)(F)F)n3nc(C(=O)N4CCN(C(=O)c5ccco5)CC4)cc3n2)cc1	-3.1	-5	-7	-1.1	0.4	-3	-2.1	4	-22
